Assay outcomes (PubChem BioAssay)
AID inhibitor: Primary qHTS assay for inhibitors of Activation Induced Cytidine Deaminase (AID): AID signal; Potency, µM (doses to about 115 µM), without a hit: top-dose activity change, negative = inhibition, most hits filed as inhibitors; 91,000 compounds, 0.32% hits; Single-stranded DNA cytosine deaminase (Homo sapiens), Q9GZX7; AID deamination FRET fluorescence, UDG-coupled, 4 h; AID 1347428, 2020; also: nearly all actives have a fitted effect of over 25% in size
Target sequence (Q9GZX7 whole entry, looked up): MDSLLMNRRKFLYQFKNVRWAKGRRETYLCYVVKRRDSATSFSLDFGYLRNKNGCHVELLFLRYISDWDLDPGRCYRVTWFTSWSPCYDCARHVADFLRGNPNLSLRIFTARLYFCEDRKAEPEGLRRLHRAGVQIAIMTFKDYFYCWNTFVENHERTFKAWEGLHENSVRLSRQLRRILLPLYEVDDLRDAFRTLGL
UDG counterscr: Primary qHTS assay for inhibitors of Activation Induced Cytidine Deaminase (AID): UDG Counterscreen signal; Uracil-DNA glycosylase; AID 1347430, 2020; Potency, µM (top dose mostly 115 µM), without a hit: at the top dose activity change, negative = inhibition, hits mostly inhibitors; 91,000 compounds, 0.14% hits; FRET deamination/UDG coupled assay, UDG read, 4 h; also: nearly all actives have a fitted effect of over 65% in size
* marks the source's active call; other numbers are inactive results; ? = inconclusive; & = joins results of further samples; [ ] = dose if it differs, or a comment. Calls follow the shape of the dose curve; as a rule, active = well fitted curve in the direction sought with a large enough effect; inconclusive = small, poorly fitted or top-dose-only effect, or another doubt; inactive = no such curve, though single readings can be large; an effect the other way counts as inactive or inconclusive. % is scaled to controls: 0 for no effect and ±100 for the full control effect; potency is read from the fitted curve at half-maximal effect.

SMILES	AID inhibitor	UDG counterscr
CC1(C)CC(=O)c2cc(C#N)c(=O)n(-c3ccc(Cl)cc3)c2C1	?	5%
CC(=O)c1cccc(NC(=O)C2(c3ccc(Br)cc3)CCCC2)c1	-17%	-4%
CCN(Cc1ccc(C)cc1)Cc1cc(=O)oc2ccc(C)cc12	-2%	6%
Brc1cccc(-c2noc(Cc3ccccc3)n2)c1	-13%	0%
CCOC(=O)c1ccc(NC(=O)c2ncn(-c3ccccc3)n2)cc1	10%	-5%
CCN(CC)c1nc(-c2ccc(C(C)(C)C)cc2)nc2ccccc12	-27%[57.5 µM]	-20%[57.5 µM]
CC(=O)Nc1ccc(S(=O)(=O)NCC2CCC(C(=O)NCc3ccccc3)CC2)cc1 (centres undefined)	7%	-10%[57.5 µM]
Cc1[nH]c2ccc(Cl)cc2c1C	-16%	-6%
CCCn1c2ccccc2c2cnn(CC(=O)NCc3ccccc3Cl)c(=O)c21	1%	-13%[57.5 µM]
COc1ccc(CNC(=O)CN(c2ccccc2OC)S(=O)(=O)c2ccc(C)cc2)cc1	?	-15%
CC1=C(C(=O)Nc2cccc(C(F)(F)F)c2)C(c2ccc(C(F)(F)F)cc2)NC(=O)N1 (centres undefined)	-9%	-12%
O=C(COC(=O)c1cccs1)c1ccc(OCc2ccccc2)cc1	8%	-6%
O=C(CC1(O)C(=O)Nc2ccccc21)c1ccc(OC(F)F)cc1 (centres undefined)	-3%	-4%
O=C(Nc1ccc(-n2cccn2)c(F)c1)C1CCCN1C(=O)c1ccco1 (centres undefined)	-5%	-2%
Cc1c(Cl)cccc1NC(=O)c1cnc2sc(N3CCOCC3)nn2c1=O	7%	-3%
Cc1cc2oc(=O)cc(-c3cc4ccccc4o3)c2cc1C	6%	1%
CN(Cc1ccc(F)cc1)C(=O)NCc1ccccn1	7%	2%
CCNC(=S)Nc1ccc(C)cc1Br	0%	6%
Cc1cc(C)cc(Nc2c3c(nc4ccccc24)CCC3)c1	-15%	-10%
COc1ccc(OC)c(S(=O)(=O)N2CCC(n3c(C)nc4cccnc43)CC2)c1	1%	24%
OCc1cccc(Nc2nc(-c3ccncc3)nc3ccccc23)c1	8%	0%
CSc1ccc(CCNC(=O)CCCn2c(=O)c3cccn3c3ccccc32)cc1	?	-12%[57.5 µM]
CCC(C)NC(=O)c1nn(-c2ccc(C)cc2)nc1CO (centres undefined)	3%	10%[57.5 µM]
CC(C)CCNC(=O)CCNC(=O)c1ccccc1	2%	4%
O=c1[nH]cccc1NS(=O)(=O)c1ccc(F)c(F)c1	11%	5%

Overlap with the part before: 3 compounds, followed by the next part.
SMILES	AID inhibitor	UDG counterscr
CCC(C)NC(=O)c1nn(-c2ccc(C)cc2)nc1CO (centres undefined)	3%	10%[57.5 µM]
CC(C)CCNC(=O)CCNC(=O)c1ccccc1	2%	4%
O=c1[nH]cccc1NS(=O)(=O)c1ccc(F)c(F)c1	11%	5%
C=CCC(C#Cc1ccccc1)[N+](C)(C)CC=C (centres undefined)	-13%	-8%
Cc1ccc(OCc2nc3c4c(ncn3n2)Oc2cc(O)ccc2C4c2ccccc2)cc1 (centres undefined)	-4%	2%
COc1ccc2c(c1)CC/C2=N\OC(=O)c1cc(Cl)ccc1SC	21%	3%
COc1ccc(NC(=O)c2cnc(Nc3ccc(C)c(Cl)c3)c3ccccc23)cc1OC	7%	-1%
Cc1noc(Cn2c(=O)c3ccccc3n(CC(=O)Nc3ccc(C(C)C)cc3)c2=O)n1	-5%&-27%	34%&3%[activator]
COc1ccc(Cc2nnc(Nc3cccc(Cl)c3)[nH]c2=O)cc1OC	-14%	1%
CCOC(=O)Cc1ccc(NC(=O)n2ncc3c(C)cccc32)cc1	-13%	0%
Cc1cc(C)n(CCc2nc3c4ccccc4nc(SCc4ccc(Cl)cc4)n3n2)n1	3%	27%
CCC(C(=O)Nc1cccc(Cl)c1C)n1nc(-c2ccc(C)cc2)ccc1=O (centres undefined)	-13%	3%
O=S(=O)(NCC(c1ccco1)N1CCOCC1)c1ccc(Br)cc1 (centres undefined)	15%	?
Cc1ccc2c(CN3CCN(C(=O)c4c(F)cccc4F)CC3)cc(=O)oc2c1	-7%	0%
COc1ccc(OC)c(NC(=O)c2nc(S(=O)(=O)Cc3ccc(F)cc3)ncc2Cl)c1	5%	-6%
Cc1ccc(C)c(NC(=O)Cn2c(=O)n(Cc3ccc4c(c3)OCO4)c(=O)c3ccc(C(=O)NC4CCCCC4)cc32)c1	9%	-1%
Cn1nc(C(=O)OCC(=O)c2ccc(C3CCCCC3)cc2)c2ccccc2c1=O	4%	1%
CC(C)(C)c1ccc(-c2nnc(-c3ccccc3NC(=O)c3ccc(F)cc3F)o2)cc1	?	-14%
CCCCN(Cc1ccccc1)c1ccc(NS(=O)(=O)c2ccc(F)cc2)cc1C(=O)O	-7%	3%
CCc1cc(CC)c2c(=O)c3ccccc3sc2c1	-10%	-4%
CCCCOC(=O)c1ccc(NC(=O)COC(=O)c2ccc3nc(C)c(C)nc3c2)cc1	-4%	5%
CC(C)NC(=O)CN1C(=O)c2cccnc2Sc2ccccc21	4%	-1%
C=Cc1ccc(Cn2c(C(=O)O)c(CNC3CCCCC3)c3ccc(C)cc32)cc1	-19%	-14%[57.5 µM]
Cc1ccc(NC(=O)c2cc(S(=O)(=O)N3CCc4ccccc43)ccc2F)cc1Cl	-6%	-16%
COc1ccc(/C=C/C(=O)Nc2nc(-c3cccs3)ns2)cc1	-7%	2%[57.5 µM]
CCc1cccc(NC(=O)CCS(=O)(=O)c2cc(Br)cc3c2N(C(C)=O)CC3)c1	7%	5%
CCCN(C(=O)c1cc(S(=O)(=O)N2CCc3ccccc32)cn1C)c1ccc(OCC)cc1	?	-21%
CN(C)c1ccc(/C=C(\C#N)c2nc3ccccc3c(=O)[nH]2)cc1	1%	-9%

Next part:
SMILES	AID inhibitor	UDG counterscr
COC(=O)C(CCSC)NC(=O)N(C1CCCCC1)C1CCCCC1 (centres undefined)	-9%	-11%
COc1cc(/C=C(\C#N)c2nc3ccccc3n2C)cc(OC)c1OC	3%[57.5 µM]	1%[57.5 µM]
CCCC[C@@]1(C2CCCC2)Cc2cc(OCC(=O)O)c(Cl)c(Cl)c2C1=O	?	-7%
Cc1ccc(S(=O)(=O)c2c(O)cc(C)c(NS(=O)(=O)c3ccc(Br)cc3)c2C)cc1	14%	-3%
Cc1ccc(NC(=O)CCCc2cccs2)c(Br)c1	1%	4%
COc1ccc(NC(=O)CN(c2cccc(C)c2C)S(=O)(=O)c2ccccc2)cc1OC	?	-20%
CCN(Cc1ccccc1)C(=O)CN1C(=O)CSc2ccc(S(=O)(=O)N(CC)CC)cc21	-18%	-1%
COc1cc(C(=O)Nc2c(NCc3ccccc3)c3ccccc3oc2=O)cc(OC)c1OC	-1%	-5%
O=C(CCc1cccnc1)NCc1ccccn1	0%	-1%
Cc1c(C(=O)N2CCC(C)CC2)c(S(=O)(=O)Nc2cccc(C(F)(F)F)c2)c(C)n1C	-10%	-4%
CN(Cc1nc2ccccc2n1C(F)F)S(=O)(=O)c1ccccc1Br	-7%	0%
O/N=C/c1ccccc1Br	-6%	-6%
CCn1nc(C(=O)Nc2ccnn2C2CCCC2)c2ccccc2c1=O	1%	-2%
CCN(CC)S(=O)(=O)c1ccc(N(C)C)c(NS(=O)(=O)c2ccccc2C(F)(F)F)c1	36%[activator]	2%
CC(C)Oc1ccc(C(=O)N2CCN(CCc3ccccn3)CC2)cc1	7%[57.5 µM]	-10%[57.5 µM]
CCc1c(C)sc(NC(=O)c2ccc(C)s2)c1C(N)=O	0%	6%
CC(C)(C)OC(=O)N1CCC(c2c(C(=O)N3CCN(C(=O)c4ccco4)CC3)cnn2-c2ccccc2Cl)CC1	-6%	2%
CCN(CC)S(=O)(=O)c1ccc2c(c1)N(CC(=O)N1CCN(c3cccc(Cl)c3)CC1)C(=O)CO2	?	-12%
COc1ccccc1C(=O)CSc1nnc(Nc2cccc(C)c2C)s1	1%	-4%
Cc1cc(C)c(S(=O)(=O)Nc2ccc(-c3ccc(N4CCC(C)CC4)nn3)cc2)cc1C	-10%	8%
Cc1ccc(CNC(=O)C2CCN(S(=O)(=O)N3CCCCC3)CC2)cc1	12%	-2%
c1ccc(CNc2nc(Nc3ccccc3)nc3ccccc23)cc1	1%	-14%
O=C(CN(c1ccc(Cl)c(C(F)(F)F)c1)S(=O)(=O)c1ccccc1)N1CCc2ccccc2C1	?	-13%[57.5 µM]
CC(C)COC(=O)Cn1nnc2sc(-c3ccccc3)cc2c1=O	3%	6%
O=S(Cc1cccc(C(F)(F)F)c1)Cc1ccc(F)cc1Cl (centres undefined)	-5%	12%

Later entries:
SMILES	AID inhibitor	UDG counterscr
CCc1ccc(NC(=O)Cn2cc(S(=O)(=O)c3ccc(F)cc3)c(=O)c3cc(OC)ccc32)cc1	-4%	-5%
Cc1c(C(=O)OCc2ccccc2)sc(=S)n1C	-14%	-9%
Cc1ccc2nc(Nc3cccc(Cl)c3C)c(-n3nc(C)cc3C)nc2c1	41%[activator]	12%
CCOC(=O)c1cccc(NC(=O)Cn2c(=O)nc(-c3ccccc3)c3ccccc32)c1	8%	-1%
Cc1ccc(N2CCn3c2nc2c3c(=O)n(C/C=C/c3ccccc3)c(=O)n2C)cc1C	8%	4%
COc1cccc(OC)c1OCc1ccon1	0%	1%
O=C(CSc1nnc(-c2ccccc2)c2ccccc12)c1ccc2c(c1)OCCCO2	-13%	-10%
COCc1nnc(NC(=O)Cn2ccc3c(Cl)cccc32)s1	-13%	-11%
Cc1cccc(Nc2nc(C)c(C(=O)Nc3ccccc3)s2)c1	-2%	-4%
Cc1c2cnn(-c3ccccc3)c(=O)c2c(C)n1CC(=O)NCc1ccccc1Br	8%	-1%
COc1ccccc1CNC(=O)Cn1c(-c2cccs2)cc2cc(F)ccc21	2%	14%
COc1ccccc1NC(=O)c1c(NCc2sccc2C)sc2c1CCCCC2	47%[activator]	-8%
O=C(NCC1CCN(Cc2ccccc2Cl)CC1)c1cc2ccc3cccnc3c2[nH]1	?	-13%
CCCNC(=S)Nc1cc(Cl)c(Cl)cc1Cl	3%	-3%
O=C(O)CN1C(=O)S/C(=C\c2cn(CC(=O)N3CCOCC3)c3ccccc23)C1=O	19%	9%
CCc1nc2ccc(C(=O)NCc3ccc(N(C)C)cc3)cc2nc1CC	10%	-19%
COc1ccc(NC(=O)c2sc3c(c2C)C(c2cccc(C(F)(F)F)c2)CC(=O)N3)cc1 (centres undefined)	-1%	-5%
CCOc1ccc(S(=O)(=O)[C@H]2CS(=O)(=O)C[C@@H]2N2CCN(c3ncccn3)CC2)cc1	0%	-7%
Cc1ccc(CNC(=O)Cn2c(=O)n(Cc3ccccc3)c(=O)c3sc4ccccc4c32)cc1	7%	-7%
COC(=O)CSc1ncc2c(n1)-c1ccccc1N(Cc1ccc(Cl)cc1)S2(=O)=O	20%	9%
Cc1ccc2c(c1)c(=O)c1ccccc1n2CCCC(=O)Nc1ccc(C)c(C)c1	1%	?
COC(=O)c1cc2sc(Cl)cc2n1CC(=O)Nc1cc(OC)cc(OC)c1	6%	0%
CCN(Cc1ccccc1)C(=O)Nc1ccc2c(c1)N(C)C(=O)c1ccccc1S2	?	0%
COC(=O)CN1C(=O)CSc2ccc(S(=O)(=O)N3CCOCC3)cc21	10%	10%[57.5 µM]
O=c1oc2ccccc2cc1-c1cn2cc(Cc3ccc(Br)cc3)sc2n1	3%	-14%

The results go on:
SMILES	AID inhibitor	UDG counterscr
N#CCC(=O)Nc1ccc(C(=O)OCC(=O)N2CCN(c3ccccc3)CC2)cc1	6%	-4%
CCN(c1ccc(C)cc1C)S(=O)(=O)c1nnc(NC(=O)c2ccccc2OC)s1	13%	-1%[57.5 µM]
COc1ccc(NC(=O)Cn2c(=O)n(CCc3ccccc3)c(=O)c3c4c(sc32)CCCC4)cc1	14%	4%
COc1ccc(-c2cc(C(=O)Oc3cccc(C)c3)c3cc(C)ccc3n2)cc1	86%[activator]	-11%
COc1ccc(Cn2c(CCC(=O)Nc3cc(C)cc(C)c3)nc3cccnc32)cc1	-12%	-3%
Cc1oc(-c2nc(C#N)c(NC(C)C)o2)cc1S(=O)(=O)N1CCOCC1	-11%	-9%
CO/N=C/c1ccc(OCc2ccc(C(=O)OC)cc2)cc1	-2%	7%
Cc1ccccc1/C=C/C(=O)NC1CC1	-6%	1%
N[C@H](C(=O)O)[C@H](Cc1ccccc1)C(=O)O	1%	11%
Cc1ccc(NC(=O)C2CCN(c3nc(-c4ccc(C(C)C)cc4)no3)CC2)c(Cl)c1	1%	-1%
Cc1cccc(C)c1Nc1nc2ccccc2nc1NS(=O)(=O)c1ccccc1	-19%	-7%
O=C(NCCc1ccc(Cl)cc1)c1ccc2c(c1)N(Cc1c(F)cccc1Cl)C(=O)CS2	2%	-7%
CCSC1=C(C#N)C(c2ccc(C)cc2)C2=C(CCCC2=O)N1 (centres undefined)	-6%	4%
CCOc1ccccc1NC(=O)c1ccc2c(c1)CCN2S(C)(=O)=O	-15%	8%

An excerpt; count on the stated rates, not on these rows.
